Assay outcomes as filed in PubChem BioAssay.
GC-A act = GC-A (human) enzyme activation; P16066; HEK293 GC-A cells, cGMP TR-FRET, EC30 ANP; 0% at EC30 ANP, 100% saturating ANP; activation, % at 10 µM; hit rate 0.14% among 370,000; AID 1671463; in the data active means activation above about 40%
ARFGAP1 inh = rat ARFGAP1 inhibition | inhibition, % at 16.5 µM | hit rate 0.26% among 360,000 | Q62848 | Arfgap1-stimulated ARF1 GTP hydrolysis, GDP FP detection;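 active means inhibition above a per-plate limit, mean inhibition of low control wells plus 3 SD, cut at about 25% in these data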;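 further: 0% = DMSO wells with enzyme and 100% = wells lacking Arfgap1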
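system = rat Arfgap1 catalytic domain, aa 1-136 | technique = FP, GDP Alexa 633 tracer displaced from anti-GDP antibody, 620/688 nm | compound = one concentration, 16.5 µM, DMSO 1.26% | medium = HEPES-based buffer, pH 7.5 | timing = compound-enzyme preincubation 20 min, reaction 120 min, detection 60 min, 25 °C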
NPR2 activator = GC-B (human) receptor activation; P20594; HEK293-GC-B cells, CNP EC30, cGMP TR-FRET; 0% at EC30 CNP, 100% saturating CNP; activation, % at 10 µM; hit rate 0.11% among 370,000;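 active means activation at 10 µM reaching about 35% in either raw or pattern-adjusted values, limit read from the data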
rCAG binder = molecules binding r(CAG) RNA repeats; r(CAG) RNA repeat, TO-PRO-1 dye displacement fluorescence; inhibition, % at 3 µM; hit rate 1.3% among 370,000; AID 651821;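 active means inhibition above the plate cutoff, the mean of all test compounds on that plate plus 3 SD, cut at about 35% in these data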;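 further: 0% = DMSO alone and 100% = 100 µM mitoxantrone as full dye displacement; higher means more dye released from RNA so lower well fluorescence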
ASAP1 inh = ASAP1 ArfGAP inhibition; inhibition, % at 16.5 µM; AID 624377; Q9ULH1; ASAP1-stimulated ARF1 GTP hydrolysis, GDP FP detection; hit rate 0.19% among 360,000; in the data active means inhibition above about 25%;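 further: 0% = vehicle with enzyme and substrate and 100% = no enzyme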
FXN GAA850 act = increases GAA850 frataxin promoter reporter activity. hit rate 0.56% among 360,000. activation, % at 6 µM. HEK293 lucGAA850 FXN promoter luciferase reporter, 24 h; percent of 10 µM SAHA response;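 active means activation above the average of all compounds screened plus 3 SD, cutoff fixed separately per campaign, cut at about 7.5% in these data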;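 further: 0% = DMSO wells and 100% = 10 µM SAHA wells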
Tn6 DDE FP = DD(E)-Tn6 binding inhibition, primary FP screen; P02675; inhibition, % at 8.3 µM; hit rate 0.21% among 370,000; Fibrin DD(E) TRITC-Tn6 fluorescence polarization displacement;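 active means inhibition above a per-campaign cutoff: mean of compounds within control limits plus 3 SD, cut at about 15% in these data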;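 further: 0% = median of all compound wells on the plate and 100% = blocking peptide control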
Target sequence (P02675 whole entry, looked up): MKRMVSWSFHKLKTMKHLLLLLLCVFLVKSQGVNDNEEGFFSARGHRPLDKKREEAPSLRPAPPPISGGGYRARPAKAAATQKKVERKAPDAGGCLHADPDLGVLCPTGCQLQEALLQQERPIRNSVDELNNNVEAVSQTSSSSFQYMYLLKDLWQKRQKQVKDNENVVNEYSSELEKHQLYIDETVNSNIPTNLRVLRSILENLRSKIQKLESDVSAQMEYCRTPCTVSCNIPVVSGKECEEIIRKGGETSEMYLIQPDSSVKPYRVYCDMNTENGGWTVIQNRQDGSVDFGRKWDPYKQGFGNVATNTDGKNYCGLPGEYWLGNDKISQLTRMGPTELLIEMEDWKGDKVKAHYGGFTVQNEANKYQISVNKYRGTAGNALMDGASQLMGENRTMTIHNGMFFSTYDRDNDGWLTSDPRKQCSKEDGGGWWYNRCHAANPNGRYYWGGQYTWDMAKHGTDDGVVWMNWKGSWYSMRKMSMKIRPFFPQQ
ADAM10 inh = inhibits human ADAM10; O14672; recombinant ADAM10, EDANS/DABCYL FRET peptide cleavage, 3 h; inhibition, % at 7 µM; hit rate 0.62% among 370,000; AID 720582;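 active means inhibition above a per-campaign cutoff equal to the mean of compounds falling between control-based bounds plus 3 SD, cut at about 20% in these data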;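 further: 0% = DMSO wells while the 100% control is not disclosed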
Target sequence (O14672 214-748 limits assumed): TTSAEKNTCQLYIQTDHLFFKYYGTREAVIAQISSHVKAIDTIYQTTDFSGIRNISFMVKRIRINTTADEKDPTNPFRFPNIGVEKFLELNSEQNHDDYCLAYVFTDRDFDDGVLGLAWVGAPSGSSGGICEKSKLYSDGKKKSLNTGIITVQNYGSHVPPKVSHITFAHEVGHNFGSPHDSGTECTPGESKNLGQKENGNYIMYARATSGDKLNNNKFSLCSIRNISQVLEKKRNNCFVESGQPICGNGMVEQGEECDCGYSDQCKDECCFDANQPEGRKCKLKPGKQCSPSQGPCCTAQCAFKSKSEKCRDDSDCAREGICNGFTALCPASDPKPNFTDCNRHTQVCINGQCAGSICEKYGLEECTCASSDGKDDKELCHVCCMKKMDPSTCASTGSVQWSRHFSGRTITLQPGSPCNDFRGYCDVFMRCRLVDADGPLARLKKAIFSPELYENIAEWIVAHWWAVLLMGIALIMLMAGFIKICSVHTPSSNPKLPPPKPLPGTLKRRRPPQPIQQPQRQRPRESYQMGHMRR
KLK7 zymogen act = activators of human kallikrein-7 zymogen. purified proKLK7, EDANS-DABCYL substrate fluorescence; 100% is mature enzyme control, 0% vehicle. activation, % at 7 µM. hit rate 0.9% among 370,000. AID 652039;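 active means activation above the mean of all tested compounds plus 3 SD, computed per campaign excluding outliers beyond control limits, cut at about 13% in these data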
HGIII-sPLA2 inh = Blocks human group III sPLA2 activity. Q9NZ20. QFRET BODIPY PC-A2 liposome hydrolysis, fluorescence. inhibition, % at 12.2 µM. hit rate 0.56% among 370,000. AID 743126;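 active means inhibition above mean plus 3 SD of compounds lying within the high and low control bounds, cut at about 19% in these data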;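 further: 0% = median of test compound wells and 100% = no enzyme DMSO wells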
* = called active by the depositor; i = inactive; x = not tested or not shown.

SMILES | GC-A act | ARFGAP1 inh | NPR2 activator | rCAG binder | ASAP1 inh | FXN GAA850 act | Tn6 DDE FP | ADAM10 inh | KLK7 zymogen act | HGIII-sPLA2 inh
Cc1cc(C)nc(NC(=O)Nc2ccc(F)cc2F)n1 | 3 | 16 | 4 | 0 | -7 | 2.6 | -4 | 5 | 0.1 | 6
COc1ccc(C)cc1NC(=O)CSc1nnc(-c2ccco2)n1Cc1ccco1 | -13 | 9 | -5 | -1 | -5 | 2.4 | 1 | -7 | -0.5 | -3
O=C(COc1cccc(Br)c1)N/N=C/C(=O)c1ccccc1 | 0 | -6 | -5 | 0 | 11 | 0.6 | -1 | -2 | -0.5 | -15
CCN(CC)C(=O)Cn1cc(S(=O)(=O)CC(=O)Nc2cc(OC)ccc2OC)c2ccccc21 | -2 | -5 | 1 | -3 | -4 | -1.2 | -1 | -3 | -0.7 | -3
O=C(Nc1ccc(N2C(=O)C3C4C=CC(C4)C3C2=O)cc1)Nc1cccnc1 (stereo not given) | 1 | 1 | -8 | 2 | 5 | 3.2 | -6 | -3 | -0.5 | -16
COc1ccc(S(=O)(=O)N2CCN(c3cnccn3)CC2)cc1OC | -5 | -3 | 6 | 5 | -10 | -1.0 | -4 | -102 | 0.9 | 9
CN(C)CCCN1C(=O)CSC1c1ccccc1 (stereo not given) | -3 | -3 | -3 | 2 | -8 | -3.5 | 0 | -4 | 0.0 | -1
O=C(COc1ccccc1Br)c1ccc(O)cc1O | -2 | 4 | 2 | 6 | -3 | -0.5 | -1 | 5 | -0.1 | -22
COc1ccc(OC)c(CNC(=O)CCn2nc(C)c3c(C)n(-c4ccccc4)nc3c2=O)c1 | -2 | -3 | -1 | -5 | 11 | 1.5 | -2 | -8 | 0.5 | 7
CC(C)(C)OC(=O)N1CCN(C(=O)c2ncn(Cc3ccccc3)c2C(=O)N2CCN(C(=O)OC(C)(C)C)CC2)CC1 | 1 | -3 | -2 | -3 | 7 | -0.3 | 6 | 2 | 0.0 | -1
C=C1C[C@H](O[C@@H]2O[C@H](CO)[C@@H](O)[C@H](O)[C@H]2O)[C@@H]2[C@H](OC(=O)[C@H]2C)[C@H]2[C@H](C)[C@@H](O)C[C@@H]12 | 0 | -7 | 4 | 0 | 1 | 0.7 | 8 | -1 | -0.6 | -6
CCOC(=O)C1(CCOC)CCN(Cc2nc(C(C)C)cs2)CC1 | 4 | 1 | 3 | -9 | -5 | 5.2 | 4 | -2 | -0.2 | 3
CCC(CC)N=C1NS(=O)(=O)c2cc([N+](=O)[O-])ccc21 | 0 | 0 | -1 | 4 | 1 | 1.9 | -1 | 1 | -0.1 | 1
CCc1ccc(Nc2nnc(SC(C)C(=O)NC3CC3)s2)cc1 (stereo not given) | 5 | -8 | -5 | 7 | 7 | -1.0 | -8 | -16 | 0.5 | 6
Cc1cccc(NC(=O)N2CCC(C(=O)c3ccc(F)cc3)CC2)c1 | -1 | 0 | 0 | 0 | 3 | 1.4 | -7 | 2 | -0.2 | 4
COc1ccccc1/C=C(/CC(=O)NCc1ccccc1)c1nc2ccccc2s1 | -3 | 1 | 0 | 13 | -7 | 3.5 | -12 | -6 | -3.8 | 0
CC(=O)c1cnc2nc(SCc3cccc(C)c3)nn2c1C | -1 | 6 | 4 | -2 | 12 | -0.2 | -6 | 5 | -0.1 | -54
CCOC(=O)C1=C(COC(=O)/C=C/c2cccc(Br)c2)NC(=O)NC1C (stereo not given) | -2 | 0 | 2 | -3 | -5 | 3.4 | -1 | -6 | -0.1 | 2
CCN(CC)CCN(C(=O)c1ccc(Br)s1)c1nc2cc3c(cc2s1)OCO3 | -8 | 12 | -9 | -4 | 0 | -0.8 | -4 | -12 | 0.3 | 5
O=C(NC1CCCCC1)C(c1ccccc1F)N(C(=O)c1csnn1)C1CCCC1 (stereo not given) | -3 | 1 | -3 | -1 | -7 | 1.1 | -5 | -5 | 0.0 | -4
CSc1nc(N)nc(N(C)C)n1 | -2 | -2 | -2 | 0 | 4 | 0.6 | -2 | 5 | -0.4 | -4
O=C(Nc1ccc(Cn2cccn2)cc1)c1ccc(COc2ccc(Br)cc2)cc1 | 1 | 2 | 6 | 1 | -2 | -0.3 | 9 | 10 | 1.1 | 0
CN(C)S(=O)(=O)c1ccc(Cl)c(NC(=O)CN2CCN(c3ccccn3)CC2)c1 | -1 | 3 | -3 | 1 | 4 | 1.7 | 1 | 6 | -0.1 | 4
COc1ccc(CN(C(=O)/C=C/c2ccccc2Cl)C2CCS(=O)(=O)C2)cc1 (stereo not given) | -28 | 1 | -25 | -4 | -11 | -0.6 | 5 | 1 | 1.3 | -12
O=C(Nc1cc2c3c(c1)CC(=O)N3CCC2)c1ccc(F)cc1 | 2 | 6 | -3 | 6 | -5 | 2.5 | -2 | -10 | 0.2 | -4
Cc1c[nH]c2cccc(OCC(O)CNC(C)(C)C)c12 (stereo not given) | -15 | -16 | -8 | 5 | -3 | 4.5 | 2 | 3 | -0.5 | 1
CCc1ccc(NC(=O)CC2C(=O)N(c3cccc(OC)c3)C(=O)N2CCOC)cc1 (stereo not given) | -1 | 7 | 1 | -2 | -5 | 0.2 | -2 | 1 | 0.1 | -4
O=S(=O)(CC1NCCc2ccccc21)NCCc1ccccc1 (stereo not given) | 1 | x | 0 | 2 | x | x | -2 | -5 | -0.4 | 7
C=C(C)Cn1c2ccc(NC(=O)NCC)cc2c(=O)n1C | 1 | 1 | 4 | 0 | -2 | 1.3 | 3 | i | 39* | 6
Cc1ccccc1NC(=O)OC1CC2CC1[C@H]1CCCCN1[C@H]2Cc1ccccc1 (stereo not given in full) | -9 | x | -6 | 3 | x | x | 4 | -8 | -0.7 | 9
CC(C)N(C(=O)Cn1c(SCC(=O)Nc2nccs2)nc2ccccc21)C(C)C | -2 | -4 | -1 | -4 | -4 | 0.0 | -2 | 9 | -0.4 | 4
CCn1c(SCC(=O)N(C)C)nc2cc(S(=O)(=O)N3CCOCC3)ccc21 | -1 | 8 | 1 | -4 | -10 | 2.2 | 3 | -2 | -0.3 | -2
Cc1ccccc1CN1C(=O)CSCC1(C)C(=O)NCc1ccccc1 (stereo not given) | 0 | 11 | -2 | -2 | -5 | x | -1 | -15 | 0.9 | -6
COc1ccc(C2CC(=O)Nc3cc(OC)c(OC)cc32)cc1Br (stereo not given) | -2 | -3 | -7 | -3 | -15 | 1.4 | -7 | -16 | 0.7 | -1
CC(C)Cc1nnc(NC(=O)c2cccc(S(=O)(=O)N3CCOCC3)c2)s1 | 2 | -7 | 3 | 6 | -11 | 1.0 | -3 | 1 | 0.1 | 1
Nc1c(-c2ccccn2)cnn1-c1nc(-c2ccc(F)cc2)cs1 | -1 | 11 | 0 | 13 | 17 | 3.5 | -4 | 3 | -0.3 | -6

Compound profiles (already shown). Values in the order: GC-A act	ARFGAP1 inh	NPR2 activator	rCAG binder	ASAP1 inh	FXN GAA850 act	Tn6 DDE FP	ADAM10 inh	KLK7 zymogen act	HGIII-sPLA2 inh
`Cc1ccccc1CN1C(=O)CSCC1(C)C(=O)NCc1ccccc1` (stereo not given) across the screens: 0	11	-2	-2	-5	x	-1	-15	0.9	-6
`CCOC(=O)C1=C(COC(=O)/C=C/c2cccc(Br)c2)NC(=O)NC1C` (stereo not given) across the screens: -2	0	2	-3	-5	3.4	-1	-6	-0.1	2

Continuation:
SMILES | GC-A act | ARFGAP1 inh | NPR2 activator | rCAG binder | ASAP1 inh | FXN GAA850 act | Tn6 DDE FP | ADAM10 inh | KLK7 zymogen act | HGIII-sPLA2 inh
CN(CC(=O)Nc1ccc(F)cc1)C(=O)CN1C(=O)NC(CCc2ccccc2)C1=O (stereo not given) | 3 | -2 | 1 | 2 | 13 | 0.8 | 0 | -6 | -0.1 | 4
COc1ccc(NC(=O)COC(=O)C2CC2)c(OC)c1 | 1 | 3 | 3 | 1 | 3 | 2.4 | 1 | -1 | 0.8 | -3
COCCCn1cnc2c(c1=O)c1nc3ccccc3nc1n2-c1ccc(C)cc1 | -1 | 4 | -3 | 0 | 2 | 0.4 | -4 | -3 | 0.2 | -3
Cc1ccccc1OCC(=O)Nc1ccc(S(=O)(=O)Nc2ccccn2)cc1 | -4 | 10 | -2 | 10 | 1 | 1.6 | 4 | -22 | 1.2 | -13
CC(=NNc1cc(C)c2ccccc2n1)c1ccccn1 | 4 | 9 | -2 | 2 | 4 | x | 0 | -11 | 0.0 | 2
COc1cc(NC(=O)c2cccc(C)c2)c(Cl)cc1[N+](=O)[O-] | 0 | -15 | -1 | -2 | -1 | 0.5 | 5 | -1 | 0.0 | -3
COc1ccccc1CNCc1cc(OC)c(OC)c(OC)c1 | 1 | -3 | 2 | -1 | -2 | 0.5 | 1 | 0 | -0.3 | -3
O=C(NCCCN1CCCCC1)c1ccc(CS(=O)c2ccc(Cl)cc2)o1 (stereo not given) | -2 | 2 | 1 | 0 | -1 | 1.9 | 7 | -6 | -0.3 | 4
COc1ccc(S[C@]2(C(=O)N3CCCC3)CC(=O)N(c3ccsc3)[C@@H]2c2ccc(OC)cc2)cc1 | -9 | x | -6 | 7 | x | x | 6 | 7 | 0.3 | 1
NC(=S)Cc1nc(-c2ccc(Cl)cc2)cs1 | -8 | 0 | -8 | 15 | 13 | 1.6 | 1 | -3 | -1.1 | 3
N/C(=N\OC(=O)CCCc1ccccc1)c1ccccc1 | -2 | 3 | 3 | -5 | -12 | 2.2 | 8 | 6 | 0.3 | 0
CN(CC(=O)Nc1ccccc1C(F)(F)F)C(=O)C1CC1 | -1 | -3 | 2 | 1 | 5 | 3.4 | 2 | -7 | 0.5 | -1
CC1CCN(CC(=O)Nc2cccc(Cl)c2)CC1 | 3 | -1 | 12 | -4 | -3 | -1.0 | -10 | 2 | 0.1 | 8
CSc1cc(N2CCOCC2)nc(-c2ccccc2Cl)n1 | -3 | -6 | -2 | -5 | -7 | 2.2 | -5 | 6 | 0.7 | -5
COc1ccc(/C=N\NC(=O)c2ccccc2OC)cc1COc1ccccc1C | 0 | 3 | 5 | -4 | 16 | 1.8 | 1 | -12 | -3.1 | -2
CCCC(C)C(=O)Nc1ccncc1 (stereo not given) | 4 | 4 | 7 | 2 | -1 | 2.8 | -4 | 3 | -0.3 | 3
O=C(Nc1ccn(Cc2ccccc2)n1)c1cccc(Cn2cc([N+](=O)[O-])cn2)c1 | -4 | 5 | -7 | 3 | -3 | -0.8 | 0 | 13 | -0.2 | -4
CCOC(=O)c1ccc(NC(=O)Nc2ccc3c4c(cccc24)C(=O)N3CC)cc1 | 2 | 10 | 6 | 2 | 5 | -0.3 | -2 | 6 | 0.0 | 3
O=C(CCl)N(CCCNC(=O)C(F)(F)F)c1ccc([N+](=O)[O-])cc1 | 3 | 5 | 2 | 0 | -3 | -9.7 | 5 | 0 | 0.3 | 4
CCCC(=O)N1CCN(c2ccc(NC(=O)C(C)(C)C)cc2)CC1 | 0 | 5 | 1 | -3 | 3 | 2.9 | 6 | 2 | -0.2 | 8
O=C(OCc1cn(Cc2ccccc2F)nn1)N1CCOCC1 | 3 | x | 2 | 2 | x | x | -7 | -10 | -0.2 | 17
CCN(CC)S(=O)(=O)c1cc(NC(=O)CN2C(=O)NC3(CCCc4ccccc43)C2=O)ccc1C (stereo not given) | 4 | -7 | 2 | -1 | 5 | -1.5 | 7 | 5 | 0.3 | -23
